Screening data from PubChem.
Efflux pump inh: blocks antifungal efflux pumps in multiplex yeast assay. S. cerevisiae Candida pump triplex, Nile Red efflux. inhibition, % at 10 µM. 330,000 compounds, 0.44% hits;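 active means plate passing quality check with inhibition over a set limit, or well fluorescence over plate mean plus 4 SD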;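 further: Nile Red retained in pooled yeast measured as flow cytometry median fluorescence; 0% = buffer negative control and 100% = Enniatin B positive control; higher means more Nile Red kept so more efflux inhibition; some compounds called inactive have numbers as strong as hits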
proCasp3 act: procaspase-3 (human) activation; P42574; recombinant procaspase-3 D3A, Ac-DEVD-pNA absorbance 405 nm; activation, % at 8.5 µM; 330,000 compounds, 0.11% hits; AID 463141;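 active means activation above the mean of all tested compounds plus 3 SD, cut at about 21% in these data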;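 further: 0% = DMSO alone and 100% = DMSO wells spiked with extra 5 µM PC-3 D3A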
Target sequence (P42574 whole entry D9A/D28A/D175A): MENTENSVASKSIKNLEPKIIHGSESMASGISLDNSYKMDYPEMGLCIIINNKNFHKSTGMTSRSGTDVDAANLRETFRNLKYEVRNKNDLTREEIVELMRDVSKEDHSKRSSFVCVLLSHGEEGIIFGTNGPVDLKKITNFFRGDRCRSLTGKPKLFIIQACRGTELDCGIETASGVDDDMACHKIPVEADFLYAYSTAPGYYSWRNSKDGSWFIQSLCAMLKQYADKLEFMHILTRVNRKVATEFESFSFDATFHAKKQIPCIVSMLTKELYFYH
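Compound: 8.5 µM single point, 0.8% DMSO / Material: Autoprocessing-dead procaspase-3 D3A mutant enzyme / Timing: 1 h preincubation plus 2 h reaction at 25 °C / Medium: Zinc-free HEPES/NaCl buffer with 0.01% Triton X-100 at pH 7.4 / Technique: 405 nm absorbance of p-nitroaniline, reads at 0 and 120 min / Repeats: one well per compound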
PP5 inh: PP5 (human) phosphatase inhibition; P53041; AID 1987; 320,000 compounds, 0.18% hits; purified PP5c, OMFP substrate fluorescence; inhibition, % at 6.7 µM;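 active means inhibition above the campaign's mean inhibition across all tested compounds plus 3 SD, cut at about 9.5% in these data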;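 further: 0% = DMSO only and 100% = 100 µM cantharidin control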
Target sequence (P53041 whole entry, looked up): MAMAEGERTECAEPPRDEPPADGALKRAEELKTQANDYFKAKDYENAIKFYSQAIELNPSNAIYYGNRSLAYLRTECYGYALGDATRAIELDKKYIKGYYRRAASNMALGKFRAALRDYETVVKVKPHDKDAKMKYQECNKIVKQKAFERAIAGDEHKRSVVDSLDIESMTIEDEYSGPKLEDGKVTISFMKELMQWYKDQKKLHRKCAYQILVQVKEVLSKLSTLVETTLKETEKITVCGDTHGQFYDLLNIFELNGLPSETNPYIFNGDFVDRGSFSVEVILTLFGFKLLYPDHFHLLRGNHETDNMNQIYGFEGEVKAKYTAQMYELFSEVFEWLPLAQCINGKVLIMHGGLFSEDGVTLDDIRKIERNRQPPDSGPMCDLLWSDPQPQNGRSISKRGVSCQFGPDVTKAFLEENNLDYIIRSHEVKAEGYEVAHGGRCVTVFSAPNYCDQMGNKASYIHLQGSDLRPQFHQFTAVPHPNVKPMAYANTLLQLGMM
core dimer inh: blocks dimerization of HCV core protein | 300,000 compounds, 0.33% hits | AID 1899 | TR-FRET GST/Flag-core106 dimerization, 1536-well | inhibition, % at 5 µM;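 active means inhibition above the mean of all tested compounds plus 3 SD, set per screening campaign, cut at about 45% in these data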
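Assay system: tagged HCV core106 pair (GST and Flag); medium: KF-containing HEPES buffer, pH 7.45, DTT, CHAPS, BSA; also added: Eu donor and XL665 acceptor anti-tag antibodies; dosing: 5 µM single dose; timing: compound-protein-antibody incubation 4 h at 22.5 °C; signal: TR-FRET 671 and 617 nm emission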
GASC-1 inh: inhibitors of human GASC-1 (JMJD2C) demethylase; Q9H3R0; GST-JMJD2C(1-420) H3K9me3 demethylation, DELFIA europium; inhibition, % at 2.35 µM; 330,000 compounds, 0.069% hits;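 active means more than half of a compound's replicate wells show inhibition beyond 50%, single wells judged on their own value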;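 further: signal counts dimethyl H3K9 product captured on neutravidin plate; 0% = median of DMSO wells and 100% = 0.3 times that DMSO median; strong numbers were not always called active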
CTSL1 counter: blocks F. hepatica cathepsin L1 in PFM18AAP counter-screen; recombinant F. hepatica cathepsin L1, Z-Leu-Arg-MCA fluorescence; inhibition, % at 5.96 µM; 300,000 compounds, 0.49% hits; AID 1906;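 active means inhibition above the mean of all tested compounds plus 3 SD, set per screening campaign, cut at about 17% in these data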;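 further: 0% = plate median of test compound wells and 100% = 1 µM Z-Phe-Ala-diazomethylketone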
TPT1 inhibitor: blocks Candida albicans tRNA 2'-phosphotransferase. recombinant caTPT1, FP RNA substrate dephosphorylation. inhibition, % at 5 µM. 300,000 compounds, 0.81% hits. AID 1962;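 active means inhibition above the mean of all tested compounds plus 3 SD, set per screening campaign, cut at about 24% in these data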;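 further: plate controls were DMSO alone for no effect and ferristatin control at 100 nM for full effect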
PP1 inh: blocks human PP1-alpha phosphatase, a PP5 counter-screen | purified PP1alpha, OMFP fluorescence | P62136 | inhibition, % at 6.7 µM | 320,000 compounds, 0.9% hits;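 active means inhibition above the mean inhibition of all tested compounds plus 3 SD, computed separately for each screening campaign, cut at about 15% in these data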
proCasp7 act: counter-screen for procaspase-3 activators: activators of human procaspase-7 | P55210 | recombinant procaspase-7, Ac-DEVD-pNA absorbance 405 nm; D23A/D198A/D206A triple mutant, cannot self-cleave; scale: DMSO 0, 5 µM enzyme 100 | activation, % at 8.5 µM | 330,000 compounds, 0.093% hits | AID 463210;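 active means percent activation above the screen-wide mean plus 3 SD, cut at about 25% in these data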
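Assay system – Uncleavable procaspase-7 mutant enzyme · Quantity – 2 µM procaspase-7 mutant as dispensed · Times – 1 h preincubation, 2 h reaction · Dosing – single nominal 8.5 µM compound dose, 0.8% DMSO final · Buffer or medium – Zinc-free 50 mM HEPES buffer, pH 7.4, with NaCl and Triton X-100 · Detection – Epi-absorbance of released pNA at 405 nm, two timepoints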
Numbers without * were called inactive; · = no result given; & = joins results of further samples. Hits appear at their usual frequency. About 2.9% of those tested had a hit in this group.

mol,Efflux pump inh,proCasp3 act,PP5 inh,core dimer inh,GASC-1 inh,CTSL1 counter,TPT1 inhibitor,PP1 inh,proCasp7 act
N#C/C(=C\c1ccc(OCC(N)=O)cc1)S(=O)(=O)c1ccccc1,0.0,0.7,0.4,3.0,2.2,-1.6,1.7,-2.1,-2.1
CC(C)C(OC(=O)c1cccs1)C(=O)NCc1ccco1 (stereo not given),-0.1,0.8,-0.8,-3.1,9.8,-4.4,-1.6,-1.7,0.2
Cc1ccc(S(=O)(=O)Nc2ccc(-n3c(C)nc4ccccc4c3=O)cc2)cc1,-0.2,-6.8,0.3,-1.4,-5.7,1.1,-2.2,-2.4,2.6
COc1ccc([N+](=O)[O-])cc1NC(=O)C(C)OC(=O)/C=C/c1ccco1 (stereo not given),0.2,-3.7,2.8,-5.1,-4.9,-23.5,2.2,-1.1,10.2
O=C(NCCc1ccccc1C(F)(F)F)C1CCC(=O)N(C2CC2)C1 (stereo not given),0.0,11.0,4.0,-12.0,3.0,-3.5,2.2,-0.9,0.8
COC(=O)c1c(NC(=O)CCc2ccc(C)o2)sc(C)c1C,-0.1,2.7,3.5,7.0,-4.5,2.1,-5.5,3.2,-2.9
CCCCNCc1cc2ccccc2o1,0.0,-6.0,-1.4,-0.2,4.8,-3.0,-3.9,-4.4,-8.6
Cc1ccc(S(=O)(=O)/C(C#N)=C/c2c(N3CCN(Cc4ccccc4)CC3)nc3ccccn3c2=O)cc1,0.1,-8.2,3.2,15.8,-7.1,1.0,1.8,9.5,-8.8
CCOc1ccc(C(=O)NC(=S)Nc2ccc(N3CCCCC3)cc2)cc1[N+](=O)[O-],-0.1,-16.3,0.9,1.6,-6.2,1.8,-1.8,1.3,-12.9
O=c1c2cc3c(=O)n(CC4CCCO4)c(=O)c3cc2c(=O)n1CC1CCCO1 (stereo not given),0.5,-6.1,0.7,-5.6,1.7,-2.6,3.6,-1.8,-4.6
O=C(CN1C(=O)C2CCCCC2C1=O)N1CCN(c2ncccn2)CC1 (stereo not given),-0.1,5.1,0.8,-1.6,3.9,4.1,0.1,2.1,-10.3
CNc1ccc(Cl)nn1,-0.1,0.7,-10.6,-13.6,9.3,13.5,-3.9,-6.8,-2.1
CCC(Oc1cccc(Cl)c1)C(=O)N1CCCN(C)CC1 (stereo not given),0.0,-2.3,-0.5,-3.3,-1.9,1.0,-2.5,-5.0,4.2
C=CC[C@H](CC(=O)N(CCO)Cc1ccccc1)C(=O)N[C@@H](C)COC(=O)[C@H](CC=C)CC(=O)OC(C)(C)C,0.3,-3.1,·,·,1.0,·,·,·,15.6
O=C(O)C(Cc1ccccc1)N1C(=O)C2CCCCC2C1=O (stereo not given),0.5,-6.7,0.5,6.6,-5.6,-3.5,5.7,-9.9,3.3
CS(=O)(=O)N(CC(=O)NN=C1CCCCCC1)c1ccc(Oc2ccccc2)cc1,0.1,4.1,2.0,2.2,0.4,-3.7,1.4,0.2,4.0
COc1ccc(S(=O)(=O)Nc2ccc3c(c2)C(=O)N([C@H](C)CO)C[C@H](C)[C@@H](CN(C)S(C)(=O)=O)O3)cc1,0.0,0.8,·,·,12.5,·,·,·,11.2
Cn1c(SCc2ccc(F)cc2)nnc1-c1ccccn1,0.1,11.6,3.3,-1.6,-7.4,0.7,3.2,-1.5,2.8
N#CC1=C(N)NC(SCc2ccccc2)=C(C#N)C12CCCCC2,-0.2,2.7,12.4*,11.5,-26.4,-2.1,2.9,-2.9,7.9
C#Cc1ccc([C@@H]2C=C(C(=O)N3CCN(Cc4ccccc4)CC3)O[C@H](OCC)[C@H]2CCCO)cc1,0.0,1.1,3.2,5.4,0.2,-1.2,-1.0,-0.9,-8.0
NC(=NCCc1c[nH]c2ccccc12)NC(=O)c1ccc(F)cc1,-0.1,4.4,2.1,-5.8,19.8,-0.1,0.1,-0.5,-17.5
O=C(O)CCC(=O)N(Cc1ccccc1)Cc1ccccc1,0.0,-6.8,1.6,6.8,1.4,0.7,-2.5,-3.9,4.0
COc1cc(S(=O)(=O)NCCc2ccc3c(c2)OCO3)ccc1-n1cnnn1,0.0,12.6,-0.9,-0.3,9.9,-1.1,-4.6,0.8,-3.2
COc1ccc(N2CCN(C(c3ccccc3)c3nnnn3Cc3ccc(F)cc3)CC2)cc1 (stereo not given),0.4,5.6,2.4,20.4,-2.8&-15.4,2.2,-0.4,1.0,-4.5
O=C(/C=C/c1ccc(S(=O)(=O)N2CCOCC2)cc1)NCc1ccccc1F,0.0,3.2,0.1,·,4.8,·,·,-4.9,1.4
OC1C(O)C(O)C(O)C(O)C1O (stereo not given),-0.1&0.0&-0.1,7.6&8.4&0.5,-3.0&-0.2&-2.7,1.4&0.1&5.1,-32.4&-31.0&-35.8,-3.2&-2.1&-0.1,-2.0&-4.1&-4.4,-2.1&0.8&2.3,-6.2&4.3&8.4
Cc1ccc(CSc2ncn(-c3ccccc3)n2)cc1,-0.1,-1.0,1.5,-4.2,4.3,4.3,1.1,0.9,-1.9
CCOC(=O)C1=C(C)N=c2s/c(=C/c3cccc([N+](=O)[O-])c3O)c(=O)n2C1c1ccccc1 (stereo not given),-0.1,-9.7,-0.3,21.2,-7.7,-3.2,0.9,2.2,-12.5
Cc1cc(C(=O)Nc2ccc3c(c2)OCCO3)ccc1[N+](=O)[O-],-0.3,-1.9,-0.5,1.9,1.4,-2.7,0.3,-9.9,8.8
O=C(NC(Cc1ccccc1)C(=O)O)C1CCN(S(=O)(=O)c2ccccc2C(F)(F)F)CC1 (stereo not given),2.7,-6.9,0.9,-3.2,-10.6,-5.8,-0.7,-5.8,-8.0

An excerpt from above in order of their number in TPT1 inhibitor, falling.
mol,TPT1 inhibitor
Cc1ccc(CSc2ncn(-c3ccccc3)n2)cc1,1.1
COc1ccc(N2CCN(C(c3ccccc3)c3nnnn3Cc3ccc(F)cc3)CC2)cc1 (stereo not given),-0.4
O=C(O)CCC(=O)N(Cc1ccccc1)Cc1ccccc1,-2.5

Additional entries
mol,Efflux pump inh,proCasp3 act,PP5 inh,core dimer inh,GASC-1 inh,CTSL1 counter,TPT1 inhibitor,PP1 inh,proCasp7 act
O=C(CN1C(=O)NC2(CCCCC2)C1=O)Nc1ccccc1N1CCCC1,-0.1,-2.6,-1.0,-12.0,-3.8,1.4,-5.1,-2.4,1.3
Cc1ccc(S(=O)(=O)N2CCN(CC(=O)N/N=C\c3ccc(O)c(O)c3)CC2)cc1,-0.2,4.4,1.4,-3.0,-7.7,5.7,0.3,-0.8,5.7
O=C(Cc1cccs1)N1CCN=C1SCc1ccccc1Cl,1.0*,-4.5,0.6,3.0,8.2,-3.6,-0.4,4.8,3.9
Cc1ccc(OCc2nnc(SCC(=O)CC(=O)Nc3ccccc3)o2)cc1,0.0,-3.0,-1.9,5.4,-15.0,24.7*,2.8,11.0,-2.9
CCC1(CC)NC(=O)N(CC(=O)OC(C)C(=O)Nc2ccccc2OC)C1=O (stereo not given),0.0,5.4,0.8,-3.1,14.0,-20.6,-2.6,-2.6,-4.4
COc1ccc(C(CNC(=O)c2ccc(OCC3CCCO3)cc2)N2CCOCC2)cc1 (stereo not given),0.0,-15.8,2.2,-1.0,-5.7,1.2,1.0,0.5,-1.6
O=C(Nc1ccc(F)cc1F)c1ccc2c(c1)OCCO2,-0.1,2.1,1.3,-9.4,-10.3,2.4,-0.8,0.4,-1.1
COc1ccc(NC2c3ccccc3C(=O)N2c2ccccn2)cc1Cl (stereo not given),0.1,-2.2,4.1,2.1,-9.7,-4.5,-2.5,4.9,4.5
O=C(N[C@H]1CCCCNC1=O)c1cc(COc2ccc(F)cc2F)on1,0.0,-7.2,1.8,3.0,2.4,0.7,-2.3,-3.3,5.2
CCCNC(=O)Cn1sc2nc(C)cc(C)c2c1=O,0.2,-26.8,1.3,2.2,-4.4,0.7,5.5,-3.8,-26.1
O=C(NC1CCCC1)C(NS(=O)(=O)c1cccc2nsnc12)c1ccccc1 (stereo not given),-0.2,-0.7,-2.9,-5.6,-5.2&-5.5,12.7,2.6,-1.2,-4.0
CC(=O)CSc1ncnc2nc[nH]c12,0.4,5.1,1.8,-2.3,-0.6,-3.0,-0.5,-0.4,0.1
O=C(COc1ccc([N+](=O)[O-])cc1)NNC(=O)c1cccnc1,0.1,6.5,2.1,-0.8,-10.0,-5.9,3.4,-0.9,8.3
Cc1nc(NC(=O)c2cc(-n3cnnc3)ccc2Cl)ccc1Br,-0.1,10.2,1.9,-4.3,11.7,0.2,-1.9,-0.5,4.1
COCC(=O)Nc1ccccc1-c1ccccc1,-0.1,0.0,-0.3,-2.5,6.8,-1.5,-0.7,0.2,6.8
Cc1cnc(CN(C)C(=O)C2CCC(=O)N(CCc3ccccc3)C2)[nH]1 (stereo not given),-0.2,1.0,-1.0,-4.5,8.1,0.0,-2.2,1.1,-0.8
Cc1ccc(C(=O)COC(=O)C(C)N2C(=O)C3C4CCC(C4)C3C2=O)cc1 (stereo not given),-0.3,4.6,1.9,5.6,4.9,3.3,1.4,0.1,1.1
CC(=O)Nc1c(Nc2ccccc2)c2ccccc2oc1=O,-0.1,-3.0,3.0,3.6,13.5,-4.2,-2.7,-0.4,-2.9
COc1ccc2cc(/C=N/NC(=O)c3ccc(CN(c4ccc(C)c(C)c4)S(C)(=O)=O)cc3)c(Cl)nc2c1,-0.1,7.3,2.0,15.7,0.3,-2.2,4.9,10.9,-3.1
O=C(NCc1cccs1)C(NS(=O)(=O)c1cccc2nsnc12)c1ccccc1 (stereo not given),0.0,0.9,-0.2,-2.2,-10.6,-0.5,-4.0,1.6,3.4
COc1cc(/C=N/N2CCN(c3ccccc3)CC2)cc(OC)c1OC(C)=O,0.0,1.2,2.8,-0.1,2.1,0.1,-1.0,-2.6,0.8
S=C(Nc1ccc(Cl)cc1Cl)N1CCOCC1,0.0,1.8,-0.4,2.2,-5.3,-1.2,-4.0,1.8,-10.5
Cc1ccc(CN2CCN(CC(=O)NCc3ccc(Cl)cc3)C2=O)cc1,0.1,-1.9,-1.9,7.0,9.4,4.9,-3.1,-7.3,7.0
